# Bioassay records (PubChem)
# RmlCD inh mix: mixture blocks RmlC and RmlD coupled enzyme activity; inhibition, % at 5.5 µM; RmlC/RmlD coupled enzyme inhibition, 384-well mixture HTS; AID 1532; hit rate 0.39% among 110,000; in the data active = inhibition above about 30%, passing the limit was not always enough; inconclusive = no clear call, values can overlap the other calls; note: strong numbers were not always called active
# RT RNaseH block: blocks HIV-1 RNase H cleavage of RNA/DNA duplex; P04585; RT-RNase H RNA/DNA duplex cleavage, fluorescence; inhibition, % at 10 µM; hit rate 1.9% among 65,000; AID 565; in the data active = inhibition above about 50%
# * marks the source's active call; other numbers are inactive results; ? = inconclusive; · = not tested or not shown. Not all compounds are listed; count on the stated rates, not on these rows.
SMILES,RmlCD inh mix,RT RNaseH block
O=c1c2sc3nc(N4CCOCC4)c4c(c3c2ncn1Cc1ccco1)CCCC4,·,6.5
COC(=O)c1ccc(COC(=O)c2c(C)nn(Cc3ccccc3Cl)c2Cl)o1,-11.4,-58.4
CCCCCCC(=O)Nc1cc2c(C)cc(=O)oc2cc1C,-3.8,·
COC(=O)Cc1ccc(NC(=O)c2cccs2)cc1,10.0,-3.2
Cc1ccc(CNC(=O)C2CCCN(S(=O)(=O)c3cnc[nH]3)C2)cc1 (stereo unspecified),0.6,-3.4
c1ccc(SCc2nc(-c3ccccn3)no2)cc1,7.2,-24.0
COc1ccc(C(=O)C(CN2CCOCC2)c2ccccc2)cc1 (stereo unspecified),96.7,·
CSC(=CC(=O)c1ccccc1)SC,-10.3,·
Cc1ccc(-c2sc(C)nc2CC(=O)O)cc1,142.5,-5.2
CCOc1cc(C2C(C(=O)c3ccccc3)=C(C(=O)OC)Nc3nnnn32)ccc1O (stereo unspecified),·,-4.1
Oc1cc(O)cc(-c2cc3ccc(O)cc3o2)c1,-41.3,·
CNS(=O)(=O)c1cccc(C(=O)OCC(=O)C23CC4CC(CC(C4)C2)C3)c1,56.0,·
N#Cc1nc(-c2ccco2)oc1N1CCc2ccccc2C1,-17.9,-22.6
CCn1c(SCC(=O)Nc2ccc3c(c2)OCCO3)nnc1-c1c[nH]c2ccccc12,11.1,·
Nc1nc(SCC(=O)OCc2ccccc2)[nH]c(=O)c1NC(=O)c1ccco1,-3.3,-12.1
CCCCC[C@H](O)/C=C/[C@H]1C=CC(=O)[C@@H]1C/C=C\CCCC(=O)O,57.4,77.2*
Nc1nnc(SCC(=O)Nc2cc(C(F)(F)F)ccc2N2CCOCC2)s1,6.2,·
O=S1(=O)c2ccccc2C(CCO)N1Cc1ccccc1 (stereo unspecified),-1.4,·
CN(C)c1ccc(/C=N/N2C(=S)SC(C)(C)C2N(O)C(=O)Nc2ccc([N+](=O)[O-])cc2)cc1 (stereo unspecified),-14.6,·
CCOC(=O)CSc1nc2ccccc2c(=O)n1CC1CCC(C(=O)NCc2ccco2)CC1 (stereo unspecified),-0.2,39.8

# Entries of single compounds, quoted from the list.
# Entry for Nc1nc(SCC(=O)OCc2ccccc2)[nH]c(=O)c1NC(=O)c1ccco1 → RmlCD inh mix = -3.3; RT RNaseH block = -12.1
# Entry for CCOc1cc(C2C(C(=O)c3ccccc3)=C(C(=O)OC)Nc3nnnn32)ccc1O (stereo unspecified) → RmlCD inh mix = ·; RT RNaseH block = -4.1
# Entry for CCn1c(SCC(=O)Nc2ccc3c(c2)OCCO3)nnc1-c1c[nH]c2ccccc12 → RmlCD inh mix = 11.1; RT RNaseH block = ·

# New compounds follow.
SMILES,RmlCD inh mix,RT RNaseH block
Cc1cc(C)c(NC(=O)C2CCN(c3cnccn3)CC2)c(C)c1,-13.8,·
N#Cc1ccc(CSc2nnc(-c3cccs3)n2-c2ccccc2)cc1,-8.7,-69.1
COc1ccc(C)cc1S(=O)(=O)NC1CCCCC1,-5.9,-21.8
Cc1ccc(-n2c(N)c(C(=O)N3CCOCC3)sc2=S)cc1,-1.9,94.7*
COc1ccc(N/C(=N\c2nc(C)cc(C)n2)NC(C)=O)cc1OC,5.2,4.5
CC(=O)NC1CC2CCCC(C1)N2S(=O)(=O)c1ccccc1 (stereo unspecified),-11.6,-0.2
CC(C)CCOC(=O)C1[C@H]2C(=O)N(Cc3cccs3)C[C@]23C=C[C@H]1O3 (stereo partly specified),14.3,-1.2
COc1ccccc1NC(=O)c1cnc2n(c1=O)CCS2,4.6,-0.2
CN(C)/C=N/c1cc(=O)[nH]c(=O)n1Cc1ccccc1,10.5,·
C=CCn1c(O)c(C(CC)=NC(C)c2ccccc2)c(=O)[nH]c1=O (stereo unspecified),-13.9,·
CCn1c(SCC(=O)NCC2CCCO2)nnc1-c1c[nH]c2ccccc12 (stereo unspecified),-40.5,1.1
CCOc1ccc(NS(=O)(=O)c2ccc3c(c2)oc(=O)n3C)cc1,-16.0,-4.8
CC1=C(C#N)CCC(=O)N1Cc1ccc(C)cc1,-15.2,·
O=C(CCSc1nc(-c2ccco2)cc(C(F)(F)F)n1)NCc1cccs1,11.9,·
O=c1oc(-c2ccco2)nc2sc3c(c12)CCCC3,-7.4,·
CC(C)c1cc(C(=O)O)on1,30.6,-7.7
COc1ccc(CC(=O)OCN2C(=O)c3ccccc3C2=O)cc1,5.1,2.6
CCN(CC)c1cc(CS(=O)c2ccccc2)nc(-c2ccccc2)n1 (stereo unspecified),2.4,·
O=C1CCCc2nc3nc4ccccc4n3cc21,9.5,-4.4
Cc1nc2ccc(NS(=O)(=O)c3ccc(C)c(C)c3)cc2s1,7.2,·

# Part of the list above, reformatted:
mol	RmlCD inh mix	RT RNaseH block
CCN(CC)c1cc(CS(=O)c2ccccc2)nc(-c2ccccc2)n1 (stereo unspecified)	2.4	·
COc1ccc(C)cc1S(=O)(=O)NC1CCCCC1	-5.9	-21.8
N#Cc1ccc(CSc2nnc(-c3cccs3)n2-c2ccccc2)cc1	-8.7	-69.1

# (listing goes on)
SMILES,RmlCD inh mix,RT RNaseH block
O=C(O)c1ccccc1C(=O)NCC(O)COCC1CC=CCC1 (stereo unspecified),5.0,-22.1
O=S(=O)(O)c1nc2ccccc2n1CCOc1ccccc1,6.4,-0.6
CCCn1c(=N)n(CCOc2ccc(OC)cc2)c2ccccc21,·,-15.0
CCOC(=O)N1CCN(C(=O)c2ccc3c(c2)sc2nc(-c4ccc(OC)cc4)cn23)CC1,-5.3,3.7
CCN(CC)c1nc(N)c2c(N)nc3c(c2c1C#N)CC(c1ccccc1)O3 (stereo unspecified),-94.8,-33.9
O=C(CSc1nnc(-c2ccco2)n1-c1ccccc1)NCCc1ccccc1,-34.8,-15.1
COc1ccc(N2C(N)=C(C#N)C(c3cccnc3)C3=C2CC(C)(C)CC3=O)cc1 (stereo unspecified),0.8,-7.7
Nc1c(C(=O)NCc2ccccc2)sc2nc(N3CCOCC3)c3c(c12)CCCC3,-123.1,·
COc1cc2c(cc1OC)-c1cc(OCCN3CCOCC3)nc(=O)n1CC2,61.1*,0.2
CCN(CC)S(=O)(=O)c1ccc(OC)c(NC(=O)c2ccc(OC)c([N+](=O)[O-])c2)c1,-12.9,·
Cc1cc(NS(=O)(=O)c2ccc(NC(=O)CCN3C(=O)c4ccccc4C3=O)cc2)no1,-12.7,-4.9
COC(=O)c1ccc(C(=O)OC)c(NC(=O)CCc2ccc(C)o2)c1,5.2,-23.7
CN(c1ccc(C(=O)NCc2ccccn2)cc1)S(C)(=O)=O,3.1,·
Cc1cc(C)nc(NC(=O)NS(=O)(=O)N2CCCCCC2)n1,34.9,-4.3
O=C(c1ccc(CN2CCOCC2)cc1)N1CCN(c2ccccc2)CC1,-8.1,·
Cc1ccc(S(=O)(=O)c2nc(S(=O)(=O)c3ccc(C)cc3)c(NCc3ccco3)s2)cc1,11.6,·
CCc1nnc(NC(=O)Cc2ccc(OC)cc2)s1,-22.5,·
CO/N=C/CC(=O)Nc1ccc(F)cc1F,6.6,·
CC(=O)Cc1nsc(NC(=O)c2csc3c2CCCC3)n1,19.6,-12.9
Cc1ccc2nc(-c3cccc(N)c3)[nH]c2c1,-2.7,·
O=C(Nc1ccc(Cl)cc1)Nc1ccccc1C(=O)NCc1ccco1,-4.5,1.6
COc1cc(NS(=O)(=O)c2cccc3nsnc23)cc(OC)c1,-2.7,·
c1ccc(-c2cnc(SCCN3CCOCC3)n2CC2CCCO2)cc1 (stereo unspecified),-5.6,·
O=C(c1ccco1)N1CCn2c1nc1ccccc12,-66.1,-10.0
CCOCC(O)CS(=O)(=O)c1ccccn1 (stereo unspecified),-12.2,-13.5
COc1ccc(C(=O)/C=C/Nc2c(C)n(C)n(-c3ccccc3)c2=O)cc1OC,29.8,-4.1
Cc1cc(Cl)c(S(=O)(=O)N2CCN(c3cccc(C)c3C)CC2)cc1OCC(N)=O,-11.5,·
CCOc1ccc2oc(C(=O)OCC(=O)NC(=O)NC3CCCC3)c(C)c2c1,18.3,3.1
O=C(O)COc1ccccc1O,0.7,-8.2
COC(=O)c1ccc(COC(=O)c2[nH]c(C)c(C(C)=O)c2C)o1,-2.9,-83.9
CCCOc1cc(CC(=O)NCc2ccco2)ccc1OC,27.5,5.7
COc1ccccc1N(CCC#N)C(=O)CSc1nc(-c2ccccc2)cn1N,6.7,-5.1
CCOC(=O)c1c(NC(=O)c2c(Br)cnn2C)c(C#N)nn1-c1ccccc1,1.9,·
COc1ccc(Br)cc1CNC(=O)C1CCCN(c2nc3ccccc3o2)C1 (stereo unspecified),-0.9,31.5
Cn1c(=O)c2sccc2n2c(CCCC(=O)NCc3ccc4c(c3)OCO4)nnc12,-4.3,-0.8
CCCCC(C(=O)NC(C)(C)C)N(Cc1ccco1)C(=O)c1snc(C(N)=O)c1N (stereo unspecified),-7.7,·
CCOC(=O)c1cnc(Nc2nc3ccccc3o2)nc1C,-11.1,·
Cc1ccc(Cn2c(CN3CCOCC3)nc3c2c(=O)[nH]c(=O)n3C)cc1,9.6,-2.0
c1ccc(-c2nnc(-c3cccc(-c4nnc(-c5ccccc5)o4)c3)o2)cc1,·,-4.3
O=C(Nc1cccc(F)c1)c1cc(S(=O)(=O)N2CCC(C(=O)O)CC2)ccc1F,·,-7.0
COc1ccc(-c2nc(CS(=O)CC(=O)NCC3CCCO3)c(C)o2)cc1 (stereo unspecified),1.9,-2.6
COc1ccc(CNC(=O)C2CC(c3ccccc3[N+](=O)[O-])=NO2)cc1 (stereo unspecified),26.5,·
CCOC(=O)c1nnc(-c2ccccc2)nc1Oc1ccccc1Cl,-16.6,·
COc1cccc(OCCCCN2CCCCC2)c1,-10.6,0.0
CCn1c(SCCC#N)nnc1-c1ccncc1,10.1,-3.8
CCOC(=O)CN(C(=O)CCC(=O)Nc1cc(C)on1)C(C(=O)NC1CCCC1)c1cccnc1 (stereo unspecified),-13.8,·
Cc1cc(NC(=O)c2cccc(C(=O)Nc3cc(C)on3)n2)no1,-9.7,-12.2
CC(C)Sc1nc(O)c(Cc2ccccc2)c(=O)[nH]1,-3.4,0.0
COc1ccc(C2(CNC(C)=O)CCOCC2)cc1OC,-9.9,-10.3
O=C(NC1CC1)C1=C[C@H](c2c[nH]c3ccccc23)C[C@H](OCc2ccc(CO)cc2)O1,7.9,·
Cc1ccc(S(=O)(=O)CCc2nnc(N)s2)cc1C,-21.2,·
NC(=O)CSc1nnc(-c2ccc(S(=O)(=O)N3CCCC3)cc2)o1,13.2,·
Cc1ccc(C)c(NC(=O)c2cc3ccccn3n2)c1,-7.7,·
Cc1ccc(NC(C(N)=O)c2c(C)[nH]c(=O)[nH]c2=O)cc1 (stereo unspecified),5.8,4.1
COc1ccc(C(=O)n2nc(-c3ccco3)nc2SC)cc1OC,5.5,17.5
CCCOc1ccc(C(C(=O)OCCN(CC)CC)c2ccccc2)cc1 (stereo unspecified),-33.9,·
Cc1ccc(NC(=O)CS(=O)CC(=O)Nc2ccc(N3CCOCC3)cc2)cc1Cl (stereo unspecified),-8.9,5.4
CN(C)N=Nc1ccc(S(=O)(=O)N2CCSC2C(=O)O)cc1 (stereo unspecified),7.3,·
CC1CCN(C(=O)CC2C(=O)Nc3c2c(=O)n(C)c(=O)n3Cc2ccccc2)CC1 (stereo unspecified),27.1,·
COc1ccc(O)c(C(=O)c2cnc3onc(C(C)C)c3c2)c1,-43.5,-21.1

# Next part.
SMILES,RmlCD inh mix,RT RNaseH block
CCCCCCOC(=O)C(C#N)c1nc2ccccc2nc1N1CCOCC1 (stereo unspecified),-9.3,0.0
CC(C)C(NC(=O)c1ccc(C(C)(C)C)cc1)C(=O)O (stereo unspecified),-12.2,·
CN(CC(=O)Nc1ccc(Cl)cc1)S(=O)(=O)c1cccc2cccnc12,-8.9,-12.8
COc1ccc(CCCNC(=O)CC#N)cc1OC,8.0,-0.6
C=CCn1c(N)c(C(=O)N2CCOCC2)sc1=S,-3.7,47.8
COc1ccc(-c2ccc(C#N)c(SCC(=O)Nc3sc4c(c3C#N)CCC4)n2)cc1OC,54.3,·
COc1c(Br)cc(Br)cc1C(=O)O,8.4,-10.0
C/C(=C\C(=O)O)CC(=O)O,2.7,-7.2
COc1ccc2cc(C(c3nnnn3C3CCCC3)N3CCc4ccccc4C3)c(=O)[nH]c2c1 (stereo unspecified),-5.0,-5.1
COC(=O)c1ccc(C2C(C(=O)Nc3ccc(C)cc3C)=C(C)Nc3ncnn32)cc1 (stereo unspecified),13.8,2.0
COc1ccc(OC)c(NC(=O)Cn2c(=O)oc3ccccc32)c1,1.9,-1.9
CCc1ccc(N(C(=O)c2snc(C(N)=O)c2N)C(C(=O)NCCC(C)C)c2c[nH]c3ccccc23)cc1 (stereo unspecified),-29.8,·
CCOc1ccc(NC(=O)NC2CCOC(C)(C)C2)cc1 (stereo unspecified),12.8,-13.2
COCCNC(=O)C(c1ccc(F)cc1)N(CCOC)C(=O)CCC(=O)Nc1nccs1 (stereo unspecified),-48.2,1.5
c1ccc2c(CNC3CCCCCC3)c[nH]c2c1,-8.8,·
COc1ccc(CCNC(=O)c2cc(-c3ccccc3OC)on2)cc1OC,-9.9,1.3
O=C(CSc1nc2c(c(=O)n1-c1ccc(Cl)cc1)SCC2)N1CCCC1,-3.6,43.1
Cc1cccc(OC(C)c2ccnc3nc(/N=C/N(C)C)nn23)c1 (stereo unspecified),?,·
CC1CCN(Cc2c(C#N)c3ccccc3n2C)CC1,7.7,-7.6
COc1ccccc1N1CCN(S(=O)(=O)c2c(C)ccc3nsnc23)CC1,-13.6,-11.0
COc1ccc(-n2ncc3c(N4CCN(c5cccc(C)c5C)CC4)ncnc32)cc1,·,83.6*
Cc1ccc(Cl)c(NC(=S)N(CCCN2CCOCC2)Cc2ccco2)c1,6.3,·
CSc1nc2sc3c(c2c2nnnn12)CC(C)(C)OC3,·,-8.4
CCOc1ccc(N/C(C)=C/C(=O)c2ccc(C)o2)cc1,-7.1,·

# Quoted at random: two entries already listed
SMILES,RmlCD inh mix,RT RNaseH block
CSc1nc2sc3c(c2c2nnnn12)CC(C)(C)OC3,·,-8.4
Cc1ccc(Cl)c(NC(=S)N(CCCN2CCOCC2)Cc2ccco2)c1,6.3,·
